# Source: PubChem
# BAP1 block – human BAP1 deubiquitinase inhibition | recombinant BAP1, Ub-AMC hydrolysis fluorescence kinetic; active compounds read low | activity remaining (% of control), % at 20 µM | AID 436 | 72,000 tested, 0.48% active;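 active means activity remaining at or below 50% of control, provided the compound also passes the data quality filters; inactive means the rest, including low values that fail the filters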;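 further: 100% = DMSO wells rate and 0% = substrate alone blank rate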
# Target sequence (Q92560 whole entry, looked up): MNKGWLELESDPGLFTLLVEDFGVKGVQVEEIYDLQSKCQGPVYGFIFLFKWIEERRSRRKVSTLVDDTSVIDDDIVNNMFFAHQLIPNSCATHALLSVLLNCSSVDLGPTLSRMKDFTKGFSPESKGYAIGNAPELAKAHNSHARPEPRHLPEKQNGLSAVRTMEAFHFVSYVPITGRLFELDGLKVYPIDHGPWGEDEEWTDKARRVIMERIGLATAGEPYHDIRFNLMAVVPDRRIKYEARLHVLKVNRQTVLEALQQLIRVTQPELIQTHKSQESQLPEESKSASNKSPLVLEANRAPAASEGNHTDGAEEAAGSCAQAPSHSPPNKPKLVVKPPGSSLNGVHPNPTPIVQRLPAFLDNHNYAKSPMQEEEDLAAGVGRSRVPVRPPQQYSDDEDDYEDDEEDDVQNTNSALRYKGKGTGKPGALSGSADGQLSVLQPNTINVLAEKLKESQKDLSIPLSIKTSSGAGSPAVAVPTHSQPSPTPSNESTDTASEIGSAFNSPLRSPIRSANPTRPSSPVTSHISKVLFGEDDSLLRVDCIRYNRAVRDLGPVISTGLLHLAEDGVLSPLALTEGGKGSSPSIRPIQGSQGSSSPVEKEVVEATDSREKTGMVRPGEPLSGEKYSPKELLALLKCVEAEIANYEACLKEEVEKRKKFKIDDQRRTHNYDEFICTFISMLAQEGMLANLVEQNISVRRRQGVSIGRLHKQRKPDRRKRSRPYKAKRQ
# HePTP inhibitor – human HePTP phosphatase inhibition; recombinant HePTP phosphatase activity, OD absorbance; inhibition, % at 20 µM; 110,000 tested, 0.64% active; in the data active means inhibition above about 50%;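 further: plate controls were vehicle for no effect and reference inhibitor for full effect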
# Target sequence (P35236 whole entry, looked up): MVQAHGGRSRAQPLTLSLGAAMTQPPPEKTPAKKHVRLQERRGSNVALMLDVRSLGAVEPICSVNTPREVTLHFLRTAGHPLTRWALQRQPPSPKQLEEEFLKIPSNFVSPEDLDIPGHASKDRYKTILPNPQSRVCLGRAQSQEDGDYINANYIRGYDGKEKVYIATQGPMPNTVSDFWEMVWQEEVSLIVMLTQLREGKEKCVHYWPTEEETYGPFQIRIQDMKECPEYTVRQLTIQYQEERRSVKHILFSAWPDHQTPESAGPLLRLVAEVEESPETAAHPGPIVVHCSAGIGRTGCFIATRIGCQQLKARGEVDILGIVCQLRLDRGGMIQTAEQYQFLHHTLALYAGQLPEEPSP
# * marks the source's active call; other numbers are inactive results; · = no result given; & = joins results of further samples.
structure | BAP1 block | HePTP inhibitor
CCN1CCN(Cc2nc(N)nc(Nc3ccc(C)c(C)c3)n2)CC1 | 106.6 | -7.6
O=C(Nc1ccc(Cl)cc1)c1ccc([N+](=O)[O-])cc1 | · | -3.1
O=C(NC1CCCC1)c1ccc(COCC(F)(F)F)o1 | 70.7 | 12.4
O=C(CN1C(=O)COc2ccccc21)NCCCN1CCN(Cc2ccccc2)CC1 | 84.3 | -6.1
COc1ccc(C2C3C(=O)N(c4ccc([N+](=O)[O-])cc4)C(=O)C3N3CCCN23)cc1 (stereo not drawn) | · | 7.5
O=C(CN(c1ccccc1)S(=O)(=O)c1ccccc1[N+](=O)[O-])Nc1ccccc1Cl | · | -13.0
CC1=NN(C(=O)c2cccc(C)c2O)C(O)(c2ccc(Cl)cc2)C1 (stereo not drawn) | · | -5.2
CCC(c1nnnn1Cc1ccco1)N(CCc1ccccc1)Cc1cc2cccc(C)c2[nH]c1=O (stereo not drawn) | 57.4 | 4.2
CCOC(=O)C(Cc1ccccc1)P(=O)(OCC)OCC (stereo not drawn) | · | 8.4
COCCCNC(=O)C(C#N)c1nc2ccccc2nc1N1CCN(Cc2ccccc2)CC1 (stereo not drawn) | 92.7 | 3.0
COc1ccccc1/C=C/C=N\N1CCN(c2ccc(Cl)cc2)CC1 | · | -12.6
Cn1c(=O)c2c(ncn2CC(=O)Nc2nc(-c3ccccc3)cs2)n(C)c1=O | · | 9.4
CCOC(=O)C1CCN(S(=O)(=O)c2ccc(F)cc2)CC1 | · | 4.4
Cc1ncn(C23CC4CC(CC(O)(C4)C2)C3)n1 | 96.1 | -1.5
CC(C)CCOc1ccc(Cl)cc1CN1CCOCC1 | 109.6 | -1.6
O=C(Nc1sc2c(c1C(=O)O)CCCC2)c1cccs1 | 77.5 | -0.8
CCOC(=O)N1CCN(Cc2nc3c(c(=O)[nH]c(=O)n3C)n2CCCc2ccccc2)CC1 | 98.7 | -9.1
CN(C)P(=NC(=O)COc1ccc(Cl)cc1Cl)(N(C)C)N(C)C | 101.6 | 2.9
COc1ccc(OC)c(CNC(=O)CCNC(=O)Cn2ccc3ccccc3c2=O)c1 | 111.2 | 8.3
CC12CN3CC(C)(CN(C1)C3c1cc(Br)ccc1O)C2=O (stereo not drawn) | 103.8 | -3.9
Cc1nn(Cc2ccccc2)c(C)c1S(=O)(=O)O | · | -15.4
O=C(NC1CCCC1)c1c[nH]c2ccc(F)cc2c1=O | 92.4 | 2.6
COc1ccc(-c2csc(NC(=O)c3cccc(Cl)c3)c2C(=O)O)cc1 | · | -13.5
Cc1cc(Cl)ccc1NS(=O)(=O)c1ccc(Cl)cc1 | · | 6.2
COc1cccc(C2C(C(=O)c3cc4cccc(OC)c4o3)=C(O)C(=O)N2c2cc(C)on2)c1OC (stereo not drawn) | 66.2 | 3.1
O=C(c1cnc2n(c1=O)CCS2)N1CCCc2ccccc21 | 116.5 | ·
Cc1cccc(N)c1SC1CCCCC1O (stereo not drawn) | 109.3 | 4.3
CC(C)OCCCNS(=O)(=O)c1ccc2c(c1)OCCO2 | 169.0 | -3.2
COc1ccccc1N1C(=O)c2cccc(N)c2C1=O | 86.1 | ·
Cc1cccc(N(C)C(=O)c2coc(=O)c3ccccc23)c1 | 112.8 | 10.1
COc1ccc(-n2nc3cc(C)c(NC(=O)COc4ccc([N+](=O)[O-])cc4)cc3n2)cc1 | · | -2.1
CC(C(O)C12CC3CC(CC(C3)C1)C2)N1CCCCC1 (stereo not drawn) | 77.7 | ·

# Quoted at random: 3 entries already listed, in no set order.
structure | BAP1 block | HePTP inhibitor
COc1ccccc1N1C(=O)c2cccc(N)c2C1=O | 86.1 | ·
COc1ccc(-n2nc3cc(C)c(NC(=O)COc4ccc([N+](=O)[O-])cc4)cc3n2)cc1 | · | -2.1
Cc1cccc(N)c1SC1CCCCC1O (stereo not drawn) | 109.3 | 4.3

# Some of the entries so far, with two lines to a compound:
# Results follow in this order: BAP1 block, HePTP inhibitor
Cc1ncn(C23CC4CC(CC(O)(C4)C2)C3)n1
 : 96.1, -1.5
O=C(Nc1sc2c(c1C(=O)O)CCCC2)c1cccs1
 : 77.5, -0.8
CCN1CCN(Cc2nc(N)nc(Nc3ccc(C)c(C)c3)n2)CC1
 : 106.6, -7.6
CCOC(=O)C(Cc1ccccc1)P(=O)(OCC)OCC (stereo not drawn)
 : ·, 8.4

# (list continues)
structure | BAP1 block | HePTP inhibitor
CCOC(=O)c1sc(NC(=O)CSc2nc3c(cc2C#N)CCCCCC3)c(C#N)c1C | 79.3 | -1.2
COCCC(=O)N(Cc1ccc2c(c1)OCO2)C(C(=O)NC1CCCCC1)c1ccncc1 (stereo not drawn) | 88.0 | -2.9
CCn1ncc(C2=NOC(C(=O)NCc3ccc(Cl)cc3)C2)c1C (stereo not drawn) | 99.3 | -2.3
CC(NC(=O)COc1cc(=O)n(C)c2ccccc12)c1ccc2c(c1)OCCO2 (stereo not drawn) | 103.6 | -5.8
Cc1ccc(S(=O)(=O)N2CCCC(C)C2)cc1 (stereo not drawn) | · | -5.2
COc1cccc(OCCn2c(C)c(/C=N/n3cnnc3)c3ccccc32)c1 | 92.2 | -9.7
O=c1cc(NCc2ccccc2)nc2n1CCCS2 | 87.6 | 6.5
CC(C)n1c(=O)[nH]c2ccccc21 | · | -14.9

# Taken from above.
# Reading for `Cc1ccc(S(=O)(=O)N2CCCC(C)C2)cc1` (stereo not drawn) under HePTP inhibitor: -5.2
# Reading for `COc1cccc(OCCn2c(C)c(/C=N/n3cnnc3)c3ccccc32)c1` under HePTP inhibitor: -9.7
# Reading for `CCn1ncc(C2=NOC(C(=O)NCc3ccc(Cl)cc3)C2)c1C` (stereo not drawn) under HePTP inhibitor: -2.3

# Remaining list, next part
structure | BAP1 block | HePTP inhibitor
COC(=O)CSc1nc2c(c(C3CC=CCC3)c1C#N)CCC2 (stereo not drawn) | · | -8.0
COc1cc(NC(=O)c2sc3ccccc3c2Cl)c(OC)cc1Cl | · | -12.0
CCOc1ccc(N2C(=O)CC(N3CCN(c4ccccc4F)CC3)C2=O)cc1 (stereo not drawn) | 85.5 | 13.9
C=CCn1c(SCc2ccc3nonc3c2)nnc1-c1cccs1 | 95.0 | 6.2
Cc1cccc(NC(=O)c2cc(Cl)ccc2[N+](=O)[O-])c1 | · | -12.4
O=C(NCc1ccco1)C1CCCN(S(=O)(=O)c2cccc3cccnc23)C1 (stereo not drawn) | 88.8 | -3.2
O=c1c2cnn(-c3ccccc3)c2nc(-c2ccccc2)n1-c1ccccc1 | · | -6.0
O=C(Nc1nnc(CC(=O)N2CCCC2)s1)c1cnccn1 | · | -1.0
CCOC(=O)NCC(C#CCN(CC)CC)N(CC)CC (stereo not drawn) | 98.0 | 6.4
Cc1ccccc1N(CC(=O)Nc1ccc(F)cc1)S(C)(=O)=O | 104.9 | -5.9
COc1ccc(NC(=O)CSc2nc3ccc(NC(=O)c4ccccc4)cc3s2)cc1 | · | 6.0
CC(C)(C)c1nn(-c2ccccc2)c2[nH]c(=O)c(CNCc3ccco3)cc12 | 95.5 | 7.1
Cc1cc(C)nc(NS(=O)(=O)c2ccc(NC(=O)c3cc4cc([N+](=O)[O-])ccc4s3)cc2)n1 | · | 8.2
COc1ccc(NC(=O)Nc2ccc(Cl)c(Cl)c2)cc1OC | · | 2.5
COc1ccc2c(c1)OCC/C2=N\OC(=O)c1cc(OC)c(OC)c(OC)c1 | · | -14.3
CN(Cc1ccccc1)c1nc2c(c(=O)[nH]c(=O)n2C)n1Cc1ccccc1Cl | 95.0 | 9.6
N/C(=N\OC(=O)c1cccs1)c1cccc([N+](=O)[O-])c1 | · | 10.5
COc1cccc(N2C(=O)C(=O)/C(=C(\O)c3ccccc3)C2c2ccc([N+](=O)[O-])cc2)c1 (stereo not drawn) | · | 1.9
CC(=O)Nc1cc(NC(=O)C2C3C=CC(C3)C2C(=O)O)ccc1Cl (stereo not drawn) | 109.9 | -0.6
COc1ccc(CNC(=O)C(N)=O)cc1 | · | -14.5
CC(C)c1nc2oc3c(NCc4cccnc4)ncnc3c2c2c1CCC2 | 177.6 | 6.5
Cc1cc(C)n(-c2nc(C)nc(NCc3ccccc3)n2)n1 | · | 12.9&-9.9
CC1CCCN(CCCNC(=O)C2CC(=O)N(c3ccc(F)c(Cl)c3)C2)C1 (stereo not drawn) | 100.9 | 6.5
Cc1ccc(S(=O)(=O)N(C)CCCC(=O)Nc2cccc(C)c2)cc1 | · | 4.0
COc1ccc(N(CC(=O)NCc2ccncc2)S(=O)(=O)c2ccc(C)cc2)cc1 | · | -4.3
CCn1c(=O)c(C(=O)NCCN2CCOCC2)c(O)c2ccccc21 | · | 3.4
COc1ccc(N2CCn3c2nc2c3c(=O)n(CCCc3ccccc3)c(=O)n2C)c(OC)c1 | 88.7 | 7.8
Cc1onc(-c2ccccc2Cl)c1C(=O)Nc1cccc2nsnc12 | 565.3 | 0.6
Clc1ccc(Cc2noc(Cc3ccccc3)n2)cc1Cl | 55.1 | -1.9
O=C(COc1ccc(Cl)cc1)Nc1ncc(Cc2cccc3ccccc23)s1 | · | 4.4
O=C(NCc1ccccn1)c1cc2ccccc2oc1=O | · | 0.9
Cc1nc2ccccc2n1S(=O)(=O)c1cccc(Cl)c1Cl | · | 3.0
O=C(Cn1c(-c2ccccc2)noc1=O)NCc1ccccc1 | 139.0 | 8.2
O=C(O)CCCCCN1C(=O)C(=O)/C(=C(\O)c2ccc(Br)cc2)C1c1ccc2c(c1)OCO2 (stereo not drawn) | · | 6.3
c1ccc(CCc2nc(-c3ccccn3)no2)cc1 | 63.7 | -0.5
Cc1c(C#N)c2nc[nH]c(=O)c2n1-c1ccccc1 | · | -6.1
NNC(=O)c1ccncc1 | 148.4 | 6.3
CCOC(=O)c1c(-c2ccccc2)oc2cc(Br)c(OC(=O)c3ccco3)cc12 | 483.2 | 6.6
COC(=O)C1(C)NC(c2ccc(O)cc2)C2C(=O)N(c3ccc4c(c3)OCCO4)C(=O)C21 (stereo not drawn) | 83.6 | 6.7
COC(=O)C1C(=O)CC(C)(O)C(C(=O)OC)C1c1ccccc1F (stereo not drawn) | 65.7 | 0.8
Cc1ccc(CC2CC2(Cl)Cl)c([N+](=O)[O-])c1 (stereo not drawn) | · | 1.0
Cc1ccc(S(=O)(=O)Cn2nnnc2CN2CCN(Cc3ccc4c(c3)OCO4)CC2)cc1 | 96.8 | 6.1
O=C(NC12CC3CC(CC(C3)C1)C2)N1CCC(O)(c2ccc3c(c2)OCO3)CC1 | 90.5 | 5.7
O=C(CN(c1cccc([N+](=O)[O-])c1)S(=O)(=O)c1ccccc1)Nc1cccc2ccccc12 | 88.3 | ·
COC(=O)c1ccccc1S(=O)(=O)N1CCC(c2nc3ccccc3o2)CC1 | 112.8 | 2.5
c1cncc(CN2CCN(Cc3cccc4ccccc34)CC2)c1 | · | 3.5
CCOC(=O)N1CCC(NC(=O)c2cc3c(-c4ccc(OC)c(OC)c4)nn(C)c3s2)CC1 | 85.3 | 6.7
CC1CC(=O)C=C(O)C1C(=O)OC(C)(C)C (stereo not drawn) | 166.9 | 6.3
O=c1oc2c(-c3ccc(F)cc3)cc(O)cc2s1 | 106.2 | ·
CCc1ccc(C2C(C(=O)OCCc3ccccc3)=C(C)NC3=C2C(=O)CCC3)cc1 (stereo not drawn) | · | -14.4
Cc1cccc(CS(=O)(=O)Cc2ccc(C(=O)NCc3cccnc3)o2)c1 | 96.0 | 0.9
CC[n+]1ccc(C(O)P(=O)(c2ccccc2)c2ccccc2)cc1 (stereo not drawn) | · | -7.2
CC/C(=C\C(=O)c1ccccc1)Nc1ccc(Br)cc1 | · | -14.4
Cc1ccc(-c2cc(C(=O)NCc3ccc4c(c3)OCO4)[nH]n2)c(O)c1C | 67.1 | -2.5
CCN(c1ccccc1)S(=O)(=O)c1ccc(NCC2COc3ccccc3O2)nc1 (stereo not drawn) | 70.8 | 2.5
Cc1ccc(NC(=O)c2cccc(N)c2)cc1 | 89.5 | ·

# (more compounds)
structure | BAP1 block | HePTP inhibitor
Cc1ccc(C)c(-n2nnnc2SCC(=O)Nc2cccc(-c3nnc4n3CCCCC4)c2)c1 | · | 5.9
COc1ccc(C2/C(=C(/O)c3ccccc3)C(=O)C(=O)N2c2cccc([N+](=O)[O-])c2)cc1 (stereo not drawn) | · | -8.4
O=C(NC1CCS(=O)(=O)C1)c1cccc(S(=O)(=O)N2CCCCC2)c1 (stereo not drawn) | 58.0 | 3.4
CC(C)CCNC(=O)NC(=O)COC(=O)C1=COCCO1 | 94.8 | 5.2
Cc1cc([N+](=O)[O-])ccc1NC(=O)c1cccc(N2C(=O)c3ccccc3C2=O)c1 | · | -3.4
COc1ccc(NC(C)c2ccccc2)cc1 (stereo not drawn) | · | 0.1
Cc1ccc2[nH]c(=O)c(CN(CCCN3CCOCC3)C(=O)NC3CCCCC3)cc2c1 | 72.1 | 11.4
CCCc1c(C)c2cc(C)ccc2[nH]c1=O | 82.0 | 7.2&-16.2
CCc1ccc2[nH]c(=O)c(CN(CCCN3CCOCC3)C(=O)Nc3ccc(Cl)cc3)cc2c1 | 115.8 | 4.2
CCCn1c(=O)c2ccccc2n2c(SCCOc3ccccc3)nnc12 | 129.0 | 3.1
CCN(c1ccccc1)S(=O)(=O)c1cc(Cl)ccc1Cl | · | -1.2
Cc1cc(NCc2ccc(F)cc2Cl)n2nnnc2n1 | 114.2 | 4.8
COC(=O)C1=C(C)N=c2s/c(=C/C=C/c3ccccc3)c(=O)n2C1c1ccccc1 (stereo not drawn) | · | 9.2
Cc1cccc2cc3c(nc12)SC(=NCC1CCCO1)N(Cc1ccco1)C3 (stereo not drawn) | 67.0 | 14.9
COc1ccc(NC(=O)c2cccc(F)c2)cc1Cl | · | 1.8
O=C(NCc1ccco1)Nc1ccc(Br)cc1 | 95.7 | 5.4&-15.8
O=c1[nH]cnc2scc(-c3ccc(-c4ccccc4)cc3)c12 | · | -11.1
O/N=C1/C2C3CC4C5C3C1C5C1(OCCO1)C42 (stereo not drawn) | · | -3.0
COc1ccc(OC)c(NC(=O)C2CCCN2C(=O)OCc2ccccc2)c1 (stereo not drawn) | 92.3 | ·
O=C(NCc1ccc2c(c1)OCO2)c1cccc(Cl)c1 | 107.9 | 6.3
